Assay outcomes deposited in PubChem by National Center for Advancing Translational Sciences (NCATS).
DT40 TDP1 CPT: growth inhibition of DT40 Tdp1-/-;hTDP1 cells with camptothecin (screen for TDP1 inhibitors); chicken DT40 Tdp1-/-;hTDP1 cells + 20 nM CPT, ATP luminescence, 48 h; Potency, µM (highest dose often 46.2 µM), without a hit: at the top dose activity change, negative = growth inhibition, most hits filed as inhibitors; 420,000 compounds, 12% hits; AID 686979; also: nearly all actives have a fitted effect of over 55% in size
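Chicken DT40 Tdp1-/- cells stably complemented with human TDP1 were seeded at 400 cells/well in medium containing 20 nM camptothecin, exposed to pin-transferred compounds, and grown at 37 °C for at least 48 hr. Viability was read as ATP luminescence.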
TDP1 cell noCPT: qHTS for Inhibitors of human tyrosyl-DNA phosphodiesterase 1 (TDP1): qHTS in cells in absence of CPT; DT40 Tdp1-/- hTDP1 cells, no CPT, ATP luminescence, 48 h; Potency, µM (highest dose often 46.2 µM), inactives show at the top dose activity change, negative = growth inhibition, hits mostly inhibitors; 420,000 compounds, 15% hits; AID 686978, 2013; also: nearly all actives have a fitted effect of over 55% in size
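Growth of hTDP1-complemented DT40 Tdp1-knockout cells is measured by ATP luminescence after at least 48 hr compound exposure at 37 °C, with DMSO substituting for the 20 nM CPT used in the parallel screen.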
GCN5L2 inh: GCN5L2 (KAT2A) acetyltransferase inhibition; 390,000 compounds, 0.21% hits; Q92830; Potency, µM (series often up to 58.9 µM), inactives show at the highest dose activity change, negative = inhibition, hits mostly inhibitors; GCN5L2 HAT assay, ThioGlo1 CoA-SH fluorescence
Target sequence (Q92830 whole entry, looked up): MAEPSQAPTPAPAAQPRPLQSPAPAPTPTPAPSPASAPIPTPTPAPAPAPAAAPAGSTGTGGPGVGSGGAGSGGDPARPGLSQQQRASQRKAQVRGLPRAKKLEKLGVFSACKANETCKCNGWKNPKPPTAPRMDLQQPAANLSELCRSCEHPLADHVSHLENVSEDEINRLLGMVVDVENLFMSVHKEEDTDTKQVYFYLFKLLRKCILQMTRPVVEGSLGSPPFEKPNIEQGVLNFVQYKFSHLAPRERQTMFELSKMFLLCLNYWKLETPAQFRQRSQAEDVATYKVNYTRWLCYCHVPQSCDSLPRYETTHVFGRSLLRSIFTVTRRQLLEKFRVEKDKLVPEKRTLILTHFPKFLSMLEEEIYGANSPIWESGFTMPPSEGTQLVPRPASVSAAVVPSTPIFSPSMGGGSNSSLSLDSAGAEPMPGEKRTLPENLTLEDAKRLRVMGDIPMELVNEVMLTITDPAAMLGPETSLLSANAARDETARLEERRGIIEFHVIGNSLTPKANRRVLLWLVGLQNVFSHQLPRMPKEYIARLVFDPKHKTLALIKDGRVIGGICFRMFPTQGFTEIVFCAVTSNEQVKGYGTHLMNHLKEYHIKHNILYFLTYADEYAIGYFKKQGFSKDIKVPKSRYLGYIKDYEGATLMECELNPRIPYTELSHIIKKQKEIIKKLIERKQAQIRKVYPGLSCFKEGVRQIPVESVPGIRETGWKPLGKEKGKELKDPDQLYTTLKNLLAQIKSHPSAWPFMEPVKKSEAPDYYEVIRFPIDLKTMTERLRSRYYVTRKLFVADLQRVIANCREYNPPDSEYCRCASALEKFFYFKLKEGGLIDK
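Fluorescence readout, Ex340nm/Em540nm: ThioGlo1 (50uM final) reacts with free CoA thiol released as 20nM GCN5L2 acetylates H3(1-25) peptide (75uM) using acetyl-CoA (70uM). Compound and enzyme sat 15 min beforehand; 20 min room-temperature reaction.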
Active calls of the source: *; ? = inconclusive; nt = not tested or not shown; & = joins results of further samples. Calls follow the shape of the dose curve; as a rule, active = well fitted curve in the direction sought with a large enough effect; inconclusive = small, poorly fitted or top-dose-only effect, or another doubt; inactive = no such curve, though single readings can be large; an effect the other way counts as inactive or inconclusive. % is scaled to controls: 0 for no effect and ±100 for the full control effect; potency is read from the fitted curve at half-maximal effect. Not all compounds are listed. The share of hits here may be higher or lower than overall.

COCCN(C(=O)c1ccc(NC2CC2)c([N+](=O)[O-])c1)c1c(N)n(CC(C)C)c(=O)[nH]c1=O
  DT40 TDP1 CPT: 2%
  TDP1 cell noCPT: -24%
  GCN5L2 inh: 2%
O=C(c1cc2ccccn2n1)N1CCN(c2cccc(C(F)(F)F)c2)CC1
  DT40 TDP1 CPT: -29%
  TDP1 cell noCPT: ?
  GCN5L2 inh: -16%
CCCCNC(=O)C1CCN(S(=O)(=O)N2CCOCC2)CC1
  DT40 TDP1 CPT: 12%
  TDP1 cell noCPT: 4%
  GCN5L2 inh: 1%
CN(C(=O)c1nn(C)c2c1CSc1ccccc1-2)c1ccccc1Cl
  DT40 TDP1 CPT: ?
  TDP1 cell noCPT: ?
  GCN5L2 inh: ?
O=C(Cn1nc(C(=O)O)c2ccccc2c1=O)Nc1nc(-c2ccccc2)cs1
  DT40 TDP1 CPT: -5%
  TDP1 cell noCPT: -10%
  GCN5L2 inh: -1%
CCOc1ccc(NC(=O)CN2CCN(CC(=O)Nc3ccc(C(=O)OC)cc3)CC2)cc1
  DT40 TDP1 CPT: -24%
  TDP1 cell noCPT: -7%
  GCN5L2 inh: 0%
CCc1cccc(CC)c1NC(=O)c1ccc(-c2cc(Cl)ccc2Cl)o1
  DT40 TDP1 CPT: ?
  TDP1 cell noCPT: ?
  GCN5L2 inh: nt
CN(CC1CCOCC1)C(=O)CC1C(=O)NCCN1Cc1ccccc1F (centres undefined)
  DT40 TDP1 CPT: 4%
  TDP1 cell noCPT: -1%
  GCN5L2 inh: 0%
CSCCC(NC(=O)COc1ccccc1)C(=O)N(C)Cc1c(F)cccc1Cl (centres undefined)
  DT40 TDP1 CPT: 21µM*
  TDP1 cell noCPT: 12µM*
  GCN5L2 inh: nt
COc1ccccc1N/C(=N/S(=O)(=O)c1ccc(Cl)cc1)c1ccccc1
  DT40 TDP1 CPT: -13%
  TDP1 cell noCPT: ?
  GCN5L2 inh: -2%
CCn1nc(C(=O)NNC(=O)CCOc2cc(C)ccc2C)c2ccccc2c1=O
  DT40 TDP1 CPT: -18%
  TDP1 cell noCPT: ?
  GCN5L2 inh: -14%
COc1ccc(-c2nnc(SCC(=O)Nc3ccc4c(c3)OCCO4)n2N)cc1OC
  DT40 TDP1 CPT: -4%
  TDP1 cell noCPT: -3%
  GCN5L2 inh: -5%
O=C(Cn1c(=O)nc(-c2ccccc2)c2cc(Cl)ccc21)N1CCN(c2ccc(F)cc2)CC1
  DT40 TDP1 CPT: 16%
  TDP1 cell noCPT: -13%
  GCN5L2 inh: 23%
CCO[C@H]1OC(C(=O)NC2CC2)=C[C@@H](c2ccccc2)[C@@H]1CCCO
  DT40 TDP1 CPT: ?
  TDP1 cell noCPT: ?
  GCN5L2 inh: 28%
COc1cc(/C=C/C(O)=C/C(=O)/C=C/c2ccc(O)cc2)ccc1O
  DT40 TDP1 CPT: 18µM*
  TDP1 cell noCPT: ?
  GCN5L2 inh: -2%

C=CCn1c(-c2ccc(F)cc2)n[nH]c1=S
  DT40 TDP1 CPT: 6%
  TDP1 cell noCPT: -4%
  GCN5L2 inh: -2%
CCOC(=O)N1CCN(C(=O)c2cccn3c(=O)c4c5c(sc4nc23)CCCC5)CC1
  DT40 TDP1 CPT: -25%
  TDP1 cell noCPT: ?
  GCN5L2 inh: -2%
O=C(COC(=O)CNC(=O)c1cccc([N+](=O)[O-])c1)Nc1ccccc1OC(F)F
  DT40 TDP1 CPT: -13%
  TDP1 cell noCPT: -1%
  GCN5L2 inh: -4%
CN(C)c1ccc(C(=O)N2CCCC(N3CCN(Cc4ccc5c(c4)OCO5)CC3)C2)cc1 (centres undefined)
  DT40 TDP1 CPT: -17%
  TDP1 cell noCPT: -12%
  GCN5L2 inh: -29%
O=C(CN1C(=O)C(=O)N(C2CCCC2)C1=O)Nc1ccccc1OC(F)F
  DT40 TDP1 CPT: 1%
  TDP1 cell noCPT: 8%
  GCN5L2 inh: -2%
O=C(CS(=O)(=O)c1cn(Cc2cccc(F)c2)c2ccccc12)N1CCOCC1
  DT40 TDP1 CPT: 0%
  TDP1 cell noCPT: -12%
  GCN5L2 inh: -9%
O=C(NC(NC(=S)Nc1ccc(Cl)cc1)C(Cl)(Cl)Cl)c1ccco1 (centres undefined)
  DT40 TDP1 CPT: ?
  TDP1 cell noCPT: ?
  GCN5L2 inh: -11%
COc1cc(/C=C/C(=O)OCC(=O)N2CCC(Cc3ccccc3)CC2)ccc1O
  DT40 TDP1 CPT: ?
  TDP1 cell noCPT: 15µM*
  GCN5L2 inh: -5%
CCC(CC)C(=O)N1CCCC(c2nc(-c3cccs3)no2)C1 (centres undefined)
  DT40 TDP1 CPT: ?
  TDP1 cell noCPT: -22%
  GCN5L2 inh: 3%
O=C(CSc1ncnc2nc[nH]c12)c1ccc(Cl)cc1
  DT40 TDP1 CPT: ?
  TDP1 cell noCPT: ?
  GCN5L2 inh: ?
CC(C)C[C@H](NC(=O)CCn1nnc2ccccc2c1=O)C(=O)O
  DT40 TDP1 CPT: ?
  TDP1 cell noCPT: ?
  GCN5L2 inh: -4%
CN1CCN(NC(=O)CN2C(=O)S/C(=C\c3c(Cl)cccc3Cl)C2=O)CC1
  DT40 TDP1 CPT: 6%
  TDP1 cell noCPT: -12%
  GCN5L2 inh: -14%
Cc1c(C(=O)/C=C/N(C)C)nnn1-c1ccc(F)c(Cl)c1
  DT40 TDP1 CPT: -13%
  TDP1 cell noCPT: -3%
  GCN5L2 inh: 1%
COc1ccc(CC(=O)Nc2nc(C(C)(C)C)cs2)cc1
  DT40 TDP1 CPT: -19%
  TDP1 cell noCPT: -29%
  GCN5L2 inh: -8%
Cc1cccc(-n2nnc(C(=O)NCc3ccco3)c2N)c1
  DT40 TDP1 CPT: -21%
  TDP1 cell noCPT: -26%
  GCN5L2 inh: ?

CC1(C(=O)Nc2cccc3c2CCCC3)CCN1C(=O)CCC1CCCC1 (centres undefined)
  DT40 TDP1 CPT: 21µM*
  TDP1 cell noCPT: ?
  GCN5L2 inh: nt
CCOC(=O)c1cnc2c(C)cc(C)cc2c1Nc1ccc(OCc2ccccc2)cc1
  DT40 TDP1 CPT: -10%
  TDP1 cell noCPT: -18%
  GCN5L2 inh: -15%
COc1ccc2cc(C(c3nnnn3CCc3ccccc3)N3CCC(O)CC3)c(=O)[nH]c2c1 (centres undefined)
  DT40 TDP1 CPT: -21%
  TDP1 cell noCPT: 3%
  GCN5L2 inh: -4%
O=C(Cc1nnc(NC(=O)Nc2ccc(F)cc2)s1)Nc1ccccc1
  DT40 TDP1 CPT: -4%
  TDP1 cell noCPT: 18%
  GCN5L2 inh: -3%
Cc1cccc(N2C(=O)C(CC(=O)Nc3cccc(F)c3)N(CCc3ccncc3)C2=O)c1 (centres undefined)
  DT40 TDP1 CPT: -26%&-16%
  TDP1 cell noCPT: -11%&-22%
  GCN5L2 inh: -2%&-2%
NS(=O)(=O)c1cccnc1Nc1cccc(Cl)c1
  DT40 TDP1 CPT: -1%
  TDP1 cell noCPT: -29%
  GCN5L2 inh: -18%
CCN(CC)C(=O)c1[nH]cnc1C(=O)N[C@@H](CC(C)C)C(=O)OC(C)(C)C
  DT40 TDP1 CPT: -21%
  TDP1 cell noCPT: -16%
  GCN5L2 inh: -6%
Cc1ccc2c(=O)c(C(=O)c3cccc(Cl)c3)cn(CC(=O)NC3CCCCC3)c2n1
  DT40 TDP1 CPT: -17%
  TDP1 cell noCPT: -6%
  GCN5L2 inh: -4%
CNC(=O)C[C@H]1C(=O)N(C2CCCCC2)C[C@@H]1CSC
  DT40 TDP1 CPT: 12%
  TDP1 cell noCPT: -24%
  GCN5L2 inh: nt
COc1ccc(-c2cc(C(F)(F)F)nc(SCCC(=O)N3CCN4CCCC4C3)n2)cc1 (centres undefined)
  DT40 TDP1 CPT: ?
  TDP1 cell noCPT: 26µM*
  GCN5L2 inh: -1%
CCOc1ccc(NC(=S)NCCCN2CCN(C3CCCCC3)CC2)cc1
  DT40 TDP1 CPT: -15%
  TDP1 cell noCPT: ?
  GCN5L2 inh: -1%
O=[N+]([O-])c1cccc(-c2cc3cccc[n+]3cc2-c2cccc([N+](=O)[O-])c2)c1
  DT40 TDP1 CPT: -10%
  TDP1 cell noCPT: -12%
  GCN5L2 inh: -1%
O=C(CSc1nc2ccccc2c(=O)[nH]1)c1cccs1
  DT40 TDP1 CPT: 8.2µM*
  TDP1 cell noCPT: 16µM*
  GCN5L2 inh: -8%
COc1ccc(-n2c(=O)c3c4c(sc3n(CC(=O)NCC3CCCO3)c2=O)CCCC4)c(OC)c1 (centres undefined)
  DT40 TDP1 CPT: -8%
  TDP1 cell noCPT: -11%
  GCN5L2 inh: 0%
Cc1onc(-c2ccccc2)c1C(=O)N1CCN(c2ncccc2C(F)(F)F)CC1
  DT40 TDP1 CPT: 23µM*
  TDP1 cell noCPT: ?
  GCN5L2 inh: -20%

Reformatted with bars between the fields: entries from further up
Molecule | DT40 TDP1 CPT | TDP1 cell noCPT | GCN5L2 inh
Cc1cccc(-n2nnc(C(=O)NCc3ccco3)c2N)c1 | -21% | -26% | ?
CC1(C(=O)Nc2cccc3c2CCCC3)CCN1C(=O)CCC1CCCC1 (centres undefined) | 21µM* | ? | nt
CCOC(=O)c1cnc2c(C)cc(C)cc2c1Nc1ccc(OCc2ccccc2)cc1 | -10% | -18% | -15%
COc1ccc2cc(C(c3nnnn3CCc3ccccc3)N3CCC(O)CC3)c(=O)[nH]c2c1 (centres undefined) | -21% | 3% | -4%
O=C(Cc1nnc(NC(=O)Nc2ccc(F)cc2)s1)Nc1ccccc1 | -4% | 18% | -3%
Cc1cccc(N2C(=O)C(CC(=O)Nc3cccc(F)c3)N(CCc3ccncc3)C2=O)c1 (centres undefined) | -26%&-16% | -11%&-22% | -2%&-2%
NS(=O)(=O)c1cccnc1Nc1cccc(Cl)c1 | -1% | -29% | -18%
CCN(CC)C(=O)c1[nH]cnc1C(=O)N[C@@H](CC(C)C)C(=O)OC(C)(C)C | -21% | -16% | -6%
Cc1ccc2c(=O)c(C(=O)c3cccc(Cl)c3)cn(CC(=O)NC3CCCCC3)c2n1 | -17% | -6% | -4%
CNC(=O)C[C@H]1C(=O)N(C2CCCCC2)C[C@@H]1CSC | 12% | -24% | nt
COc1ccc(-c2cc(C(F)(F)F)nc(SCCC(=O)N3CCN4CCCC4C3)n2)cc1 (centres undefined) | ? | 26µM* | -1%
CCOc1ccc(NC(=S)NCCCN2CCN(C3CCCCC3)CC2)cc1 | -15% | ? | -1%
O=[N+]([O-])c1cccc(-c2cc3cccc[n+]3cc2-c2cccc([N+](=O)[O-])c2)c1 | -10% | -12% | -1%

Further structures
CCCn1nc(C(=O)N2CCCc3ccccc32)c2ccccc2c1=O
  DT40 TDP1 CPT: ?
  TDP1 cell noCPT: 18µM*
  GCN5L2 inh: -5%
COc1c(C)cc(C(O)c2ncc(-c3ccccc3)[nH]2)cc1C (centres undefined)
  DT40 TDP1 CPT: ?
  TDP1 cell noCPT: ?
  GCN5L2 inh: nt
CCN1CCN(c2cc(C)c3cc(NC(=O)CCC(=O)Nc4ccc(OC)cc4OC)ccc3n2)CC1
  DT40 TDP1 CPT: 5%
  TDP1 cell noCPT: -7%
  GCN5L2 inh: -14%
CC(=O)COC(=O)c1ccc2noc(-c3ccccc3)c2c1
  DT40 TDP1 CPT: 0%
  TDP1 cell noCPT: -4%
  GCN5L2 inh: -12%
COc1ccccc1C1C(C(N)=O)=C(C)Nc2ncnn21 (centres undefined)
  DT40 TDP1 CPT: -18%
  TDP1 cell noCPT: -4%
  GCN5L2 inh: 1%
Cc1cccc2cc(C(c3nnnn3Cc3ccc4c(c3)OCO4)N3CCCC3)c(=O)[nH]c12 (centres undefined)
  DT40 TDP1 CPT: -24%
  TDP1 cell noCPT: -23%
  GCN5L2 inh: -6%
O=C(Nc1ccc2c(c1)OCO2)N1CCN(Cc2ccco2)CC1
  DT40 TDP1 CPT: 1%
  TDP1 cell noCPT: 7%
  GCN5L2 inh: 1%
Clc1cccc(Cc2c(-c3ccco3)nc3ccc(Cl)cn23)c1
  DT40 TDP1 CPT: 21µM*
  TDP1 cell noCPT: 23µM*
  GCN5L2 inh: nt
